# From PubChem BioAssay
# RAD52 anneal inh: RAD52 DNA annealing inhibitors, primary screen, biochemical, FRET, single point, set 2; DNA repair protein RAD52 homolog (Homo sapiens), P43351; 0.46% of 360,000 active; AID 651710, 2012; recombinant RAD52 DNA annealing, FRET fluorescence; inhibition, % at 18.7 µM;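 active = every replicate showing at least 50% inhibition; inconclusive = mean inhibition at least 50% but not in every replicate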
# ERp5 block: inhibitors of ERp5-driven insulin aggregation, primary screen, biochemical, turbidity, absorbance 650 nm, single point. 90 min. AID 651711, 2012. inhibition, % at 9.99 µM. 0.05% of 350,000 active;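 active = mean replicate inhibition above about 25%, with every replicate also reaching it, limit read from the data, passing the limit was not always enough; inconclusive = only one of those two criteria met; inactive = neither criterion met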
# Target sequence (Q15084 whole entry, looked up): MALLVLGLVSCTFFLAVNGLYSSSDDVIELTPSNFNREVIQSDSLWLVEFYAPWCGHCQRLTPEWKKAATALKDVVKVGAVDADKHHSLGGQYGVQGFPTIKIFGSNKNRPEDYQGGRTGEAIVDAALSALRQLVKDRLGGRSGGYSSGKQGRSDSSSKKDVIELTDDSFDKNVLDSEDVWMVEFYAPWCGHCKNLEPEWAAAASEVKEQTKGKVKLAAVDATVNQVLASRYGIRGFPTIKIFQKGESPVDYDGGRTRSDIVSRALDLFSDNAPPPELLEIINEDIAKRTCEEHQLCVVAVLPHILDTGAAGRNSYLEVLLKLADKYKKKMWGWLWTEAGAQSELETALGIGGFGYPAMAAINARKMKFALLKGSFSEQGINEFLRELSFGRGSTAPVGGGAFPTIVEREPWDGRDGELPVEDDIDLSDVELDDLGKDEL
# esBAF inh: Bmi1 luciferase reporter increase in mESCs, primary screen, esBAF inhibitor project, mouse ES cells, Bmi1 luciferase knock-in, single point; reporter increase, % at 12.5 µM; AID 602393, 2012; 24 h; 100% = twice the neutral-well signal; 2% of 350,000 active; in the data active = activation above about 40%; inconclusive = no clear call, values can overlap the other calls;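 also: 0% = median of the plate's neutral control wells and 100% = double that signal; a rise in the Bmi1 reporter signal indicates esBAF inhibition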
# E-sel inducer: E-selectin induction in HUVECs, primary screen, imaging, HUVEC, immunofluorescence imaging, single point; P16581; normalized: neutral wells 0, TNF-alpha wells 100; activation, % at 7.58 µM; 0.37% of 260,000 active; AID 686992, 2013;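 active = mean E-selectin-positive cell signal at least 10% of the positive control, reached in at least 60% of replicates, without over 20% cell loss; inconclusive = no rule given, readout overlaps actives, possibly toxicity-flagged; inactive = the rest, including those meeting only one limit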;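 also: in these data hits start at about 27%; measured in HUVEC primary endothelial cells; signal is the percent of cells scored E-selectin positive by PE staining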
# Target sequence (P16581 whole entry, looked up): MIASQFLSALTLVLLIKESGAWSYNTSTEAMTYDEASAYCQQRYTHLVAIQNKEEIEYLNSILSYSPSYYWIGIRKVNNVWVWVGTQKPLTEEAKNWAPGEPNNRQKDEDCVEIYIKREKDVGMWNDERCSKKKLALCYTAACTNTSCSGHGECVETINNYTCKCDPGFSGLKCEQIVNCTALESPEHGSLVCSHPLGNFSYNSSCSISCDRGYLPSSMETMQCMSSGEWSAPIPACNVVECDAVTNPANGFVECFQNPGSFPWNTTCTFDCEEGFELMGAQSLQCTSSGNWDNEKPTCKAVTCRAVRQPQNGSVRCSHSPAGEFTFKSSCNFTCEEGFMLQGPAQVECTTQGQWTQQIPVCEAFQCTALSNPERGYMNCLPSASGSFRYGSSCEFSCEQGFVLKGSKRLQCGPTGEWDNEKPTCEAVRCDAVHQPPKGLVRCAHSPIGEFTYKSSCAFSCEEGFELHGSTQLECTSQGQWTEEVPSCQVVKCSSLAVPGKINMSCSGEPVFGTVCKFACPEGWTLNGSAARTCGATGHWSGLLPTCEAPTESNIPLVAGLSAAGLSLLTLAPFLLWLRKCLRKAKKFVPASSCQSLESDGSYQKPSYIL
#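 Assay system: HUVEC, human umbilical vein endothelial cells / Amount: 3,000 HUVEC/well / Controls: TNF-alpha positive control, DMSO neutral control / Compound dosing: single concentration / Medium: EGM-2 over gelatin coat / Evaluation: percent E-selectin-positive cells / Signal: immunofluorescence imaging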
# ARNT-TACC3 inh: disruptors of ARNT/TACC3 protein interaction, primary screen, biochemical, AlphaScreen, single concentration. 0.66% of 390,000 active. inhibition, % at 9.99 µM. AlphaScreen His-ARNT PAS-B/GST-TACC3 binding, luminescence; TACC3 fragment carries E629A point mutation;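 active = mean inhibition of replicates at least 50% and at least half of replicates each reaching 50%; inconclusive = half or more replicates reach 50% but mean below 50%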;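 also: 0% = complete ARNT plus TACC3 wells and 100% = ARNT alone without TACC3; many hits fall short of the cut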
# PglD inh: C. jejuni PglD acetyltransferase inhibitors, primary screen, biochemical, DTNB colorimetric, single point; purified PglD enzyme, DTNB colorimetric CoA detection; inhibition, % at 12.5 µM; 0.098% of 360,000 active; in the data active = inhibition above about 16%, passing the limit was not always enough; inconclusive = no clear call, values can overlap the other calls; also: strong numbers were not always called active
# RAD54 inh: inhibitors of human RAD54 branch migration, primary screen, biochemical, fluorescence, single point; RAD54 Holliday junction branch migration, FAM/BHQ fluorescence; inhibition, % at 10.4 µM; 0.14% of 360,000 active;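 active = mean normalized replicate activity at least 40 and at least half of replicates scoring 40 or more; inconclusive = only one of the two criteria met; inactive = mean below 40 and under half of replicates reaching 40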;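 also: 0% = median of neutral control wells and 100% = median of positive control wells; inhibitors cause a drop in the FAM fluorescence signal; in these data hits start at about 50%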
# Casp6 inh: human caspase-6 inhibitors, primary screen, biochemical, VEID-R110 fluorescence, single point, set 2; P55212; purified caspase-6, Z-VEID-R110 cleavage fluorescence; inhibition, % at 12.5 µM; 0.53% of 350,000 active; AID 686996, 2013;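 active = mean inhibition across replicates at least about 35%, with every replicate also reaching that limit, limit read from the data; inconclusive = only one of the two criteria met; inactive = neither criterion met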;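 also: 0% = median of neutral control wells and 100% = no fluorescence left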
# * = called active by the depositor; ? = inconclusive; . = no result given; & = joins results of further samples.
SMILES,RAD52 anneal inh,ERp5 block,esBAF inh,E-sel inducer,ARNT-TACC3 inh,PglD inh,RAD54 inh,Casp6 inh
CCCN1C[C@@H](C)[C@H](OC)CN(C)C(=O)c2cc(NC(=O)c3ccccc3)ccc2OC[C@@H]1C,-6,0,0,-0.2,-5,-1,-2,1
CC(=O)N1CCC(C(=O)Nc2ccc(S(=O)(=O)N3CCCC(C)C3)cc2)CC1 (centres undefined),-3,-3,.,.,-5,0,2,2
COc1ccc(CNC(=O)C[C@@H]2CC[C@H](NC(=O)CN(C)C)[C@H](CO)O2)cc1,-1,4,-3,0.2,1,0,-9,0
C[C@H]1CN([C@@H](C)CO)C(=O)c2cc(/C=C/c3ccccc3)cnc2O[C@@H]1CN(C)Cc1ccncc1,1,-2,2,0.1,7,3,6,-1
O=C(O)CSc1nc2sc3c(c2c(=O)n1-c1ccccc1)CCC3,-17,5,0,-0.1,-13,3,-4,6
Cn1c(CN2CCOCC2)nc2cc(NC(=O)c3ccccc3Cl)ccc21,.,.,16,.,29,5,3,.
Cc1ccc(NC(=O)c2cc([N+](=O)[O-])ccc2N2CCCC2)cc1,-22,-4,.,14,.,.,.,-1
CCC(=O)N1CCCCN2[C@H](C1)[C@H](c1ccc(-c3cccnc3)cc1)[C@@H]2CO,9,2,-6,0.5,-3,-2,1,2
Cc1ccc(S(=O)(=O)N(C)C[C@@H]2Oc3ccc(NC(=O)CCCCCC(=O)Nc4ccccc4N)cc3CC(=O)N([C@@H](C)CO)C[C@H]2C)cc1,-20,1,-4,0.0,4,6,6,2
C[C@@H]1CN([C@@H](C)CO)S(=O)(=O)c2ccc(-c3cncnc3)cc2O[C@@H]1CN(C)C(=O)Cc1ccncc1,3,-2,-4,0.1,-17,0,-1,-3
CC(C)CC#Cc1cnc2c(c1)C(=O)N([C@H](C)CO)C[C@H](C)[C@H](CN(C)C(=O)NC1CCCC1)O2,2,2,1,1.1,-1,2,-13,-4
CCN(CC(=O)Nc1ccc(NC(C)=O)cc1)C(=O)c1ccccc1SCC(=O)N1CCCC1,-4,3,7,.,0,1,-4,1
Nc1nc2c(ncn2[C@@H]2O[C@H](CNS(=O)(=O)C3CC3)[C@@H](O)[C@H]2O)c(=O)[nH]1,0,-10,-2,0.6,.,-2,1,0
CNC(=O)C[C@@H]1CC[C@H]2[C@H](COc3ccc(NC(=O)c4cccc(F)c4)cc3C(=O)N2C)O1,-1&9,-2&4,3&3,0.0&0.0,-2&-4,-1&0,-13&2,-1&-1
CN1CCN(C(=O)C[C@H]2CC[C@H]3[C@@H](COC[C@H](O)CN3C(=O)Nc3cc(Cl)cc(Cl)c3)O2)CC1,26,-2,-4,0.5,3,-3,8,-23
O=C(/C=C/c1ccccc1Cl)OCC(=O)N1CCc2ccccc21,-11,-13,2,.,.,2,-1,1
COc1ccc(NC(=O)N2CCCCN3[C@H](CO)[C@@H](c4ccc(C#CCC(C)C)cc4)[C@H]3C2)cc1,2,-3,-2,0.0,8,-13,8,3
O=C(C[C@H]1CC[C@H]2[C@@H](COC[C@H](O)CN2Cc2cc(F)cc(F)c2)O1)NCc1cccc(F)c1,-3,0,-4,0.2,-43,-1,0,-2
Cc1noc(C)c1NC(=O)N(C)C[C@H]1Oc2c(NC(=O)C3CC3)cccc2C(=O)N([C@H](C)CO)C[C@H]1C,-7,2,0,-0.5,4,-9,4,-2
COc1ccc(-c2cnc3c(c2)C(=O)N([C@H](C)CO)C[C@@H](C)[C@@H](CN(C)C(=O)Cc2ccccc2)O3)cc1,-11,-1,-1,0.5,-5,2,6,1
CCc1ccc(OCC(=O)O/N=C(\N)c2ccncc2)c(Br)c1,-14,0,95*,0.2,-6,6,-5,.
COC(=O)c1sccc1NC(=O)Nc1ccccc1C,-13,-7,-6,.,-22,5,-18,-5
COC(=O)c1c(C)nc(C)c(C(=O)OC)c1-c1ccsc1,-11,3,-6,.,.,-4,1,1
CCOC(=O)c1[nH]c2c(OCC)nc(OCC)nc2c1Br,-3,3,.,-0.2,-7,.,.,1
COc1ccc(O)c(/C=N/NC(=O)CN2CCS(=O)(=O)CC2)c1,1,2,-6,-0.3,25,3,-1,32
CCN(CC)C(=O)c1ccc2c(=O)n(Cc3cccc(Br)c3)c(=S)[nH]c2c1,-20,-3,.,?,.,.,.,2
O=C(NCc1nc2ccccc2[nH]1)C1=C[C@@H](c2ccc(C(F)(F)F)cc2)C[C@@H](OCCCCO)O1,-34,5,-7,0.6,1,5,1,0
O=S(=O)(c1ccccc1F)N1CC[C@@H]2[C@H](CO)Nc3ccc(C4=CCCCC4)cc3[C@@H]21,-4,10,5,-0.3,13,-1,4,-1
CN(C)C(=O)C[C@@H]1CC[C@@H]2[C@H](COC[C@H](O)CN2CC2CC2)O1,-9,22,-2,0.3,-6,1,6,-7
CO[C@H](CN(C)C(=O)c1cc(Cl)cc(Cl)c1)[C@H](C)CN(C(=O)Nc1ccc(F)cc1)[C@@H](C)CO,-1,-1,-6,0.0,0,-1,4,1
O=C(Cn1nnc(-c2ccccc2)n1)N/N=C/c1cc([N+](=O)[O-])c(Cl)cc1Cl,0,1,.,-0.3,14,.,.,-3
Cc1cccn2cc(-c3cc4ccccc4oc3=O)nc12,-13,0,-43,0.5,-4,2,-5,1
C[C@@H]1CN([C@@H](C)CO)C(=O)Cc2cc(NC(=O)Nc3ccc(C(F)(F)F)cc3)ccc2O[C@H]1CN(C)Cc1ccncc1,-24,-1,-4,.,-25,-5,-13,-1
Cc1ccc(S(=O)(=O)N(C)CCCC(=O)Nc2cc(C)ccc2C)cc1,-6,3,-6,1.7,-7,-6,3,-1
OCC1(CCc2ccccc2)CCN(Cc2cccn2-c2cccnc2)CC1,-11,4,.,.,-5,.,.,-2
Cc1ccc(SCCN2CCN(CC(C)C)CCC2=O)cc1,-8,1,36,-0.1,2,-1,-14,3
CO[C@H]1CN(C)C(=O)c2cc(NC(=O)NC(C)C)ccc2OC[C@@H](C)N(Cc2ccccn2)C[C@H]1C,0,3,0,0.1,0,0,-3,-2
COCC(=O)Nc1ccc2c(c1)[C@@H]1C[C@@H](CC(=O)OC)O[C@H](CO)[C@@H]1O2,.,.,0,-0.3,-6,-1,5,.
CN(C)c1cccc(C(=O)OCC(=O)N(C)c2ccccc2)c1,-8,8,11,-0.1,.,-3,3,0
Cc1cccc(C)c1NC(=O)CNC(=O)CCC(=O)N1CCOCC1,-1,1,5,-0.2,-7,4,-1,4
O=C(CN(Cc1ccc(F)cc1)C(=O)CNS(=O)(=O)c1ccc(F)cc1)NCc1ccco1,-8,3,-1,30*,.,1,-1,0
COc1ccc(CCNC(=O)c2cc3c(=O)n4ccccc4nc3n(CCN3CCOCC3)c2=N)cc1,9,2,-14,0.5,-3,0,22,1
CN1CCN(C(=O)C[C@@H]2CC[C@H]3[C@@H](COC[C@@H](O)CN3Cc3cccc(-c4ccncc4)c3)O2)CC1,0,-1,2,-0.1,3,-3,4,3
CCCn1nnnc1SCC(=O)N(C(C)C)C(C)C,3,-2,-8,.,.,0,0,0
CNC(=S)N1CCC(NC(=O)C(Cc2ccc(OC)cc2)NC(C)=O)CC1 (centres undefined),1,1,-3,0.1,-5,-5,-1,-5
O=C(O)CCC(=O)NNC(=O)c1cccs1,-2,-1,.,.,-3,.,.,-1
COc1ccc(/C=N/n2cncn2)cc1COc1ccc(NC(C)=O)cc1,.,.,-5,.,-6,-5,-8,.
Cc1ccc(S(=O)(=O)/N=C(\c2ccc(Cl)cc2)N2CCOCC2)cc1,.,.,1,.,-5,0,-5,.
CN(C)c1ccc(S(=O)(=O)N2CCCCC2)cc1NC(=O)CN1C(=O)NC(C)(c2ccccc2)C1=O (centres undefined),-36,4,-1,0.5,7,-2,-9,0
CSc1ccccc1NC(=O)c1ccc(N2CC3CC(C2)c2cccc(=O)n2C3)c(NC(=O)c2ccncc2)c1 (centres undefined),-10,1,0,.,1,-7,1,3
CCCCNC(=O)CSc1nc2ccc(NC(=O)CSc3nnc(N)s3)cc2s1,-8,0,16,-2.2,-2,-3,-1,2
NC(=O)NCC(=O)N1CCC(C(O)(c2ccccc2)c2ccccc2)CC1,-10,4,4,0.7,-9,1,11,2
CC(=O)NC(Cc1ccc(C(C)C)cc1)C(=O)NC1CCN(c2nc(C)cc(C)n2)CC1 (centres undefined),.,.,1,.,-14,-5,-8,.
COC(=O)CC#C[C@H](C)[C@@H](NS(=O)(=O)c1ccc([N+](=O)[O-])cc1)C(C)(C)C,-9,4,.,-0.1,.,.,.,2
COc1ccc(-c2cc(C(F)(F)F)nc(S(=O)(=O)CCCC(=O)Nc3cccnc3Cl)n2)cc1OC,-4,1,.,-0.1,-11,.,.,-1
Cc1noc(C)c1S(=O)(=O)Nc1cccc2c1O[C@@H](CN(C)C(=O)Nc1ccc(F)cc1)[C@@H](C)CN([C@H](C)CO)C2=O,-12,-4,0,-0.1,-2,0,4,-1
CCOC(=O)c1c(-c2ccc(F)cc2)csc1NC(=O)C1CCCO1 (centres undefined),3,1,.,.,-10,.,.,5
COc1cccc(NC(=O)N2[C@@H](CO)[C@H](c3ccccc3)[C@@H]2CNC(C)C)c1,-7,-1,-5,0.2,9,2,1,0
CO[C@H]1CN(C)C(=O)c2ccc(NC(=O)C3CCC3)cc2OC[C@H](C)N(Cc2ccc(F)cc2)C[C@@H]1C,12&-11,-4&8,2,0.1&-0.3,3,0,-3,0&1
CC(=O)N1CCN(C(=O)CCN(c2ccccc2)S(=O)(=O)c2ccc(C)cc2)CC1,4,2,0,-0.2,-7,0,-2,6

# 3 of these compounds, reformatted:
canonical_smiles | RAD52 anneal inh | ERp5 block | esBAF inh | E-sel inducer | ARNT-TACC3 inh | PglD inh | RAD54 inh | Casp6 inh
Cc1noc(C)c1S(=O)(=O)Nc1cccc2c1O[C@@H](CN(C)C(=O)Nc1ccc(F)cc1)[C@@H](C)CN([C@H](C)CO)C2=O | -12 | -4 | 0 | -0.1 | -2 | 0 | 4 | -1
CCOC(=O)c1c(-c2ccc(F)cc2)csc1NC(=O)C1CCCO1 (centres undefined) | 3 | 1 | . | . | -10 | . | . | 5
COc1cccc(NC(=O)N2[C@@H](CO)[C@H](c3ccccc3)[C@@H]2CNC(C)C)c1 | -7 | -1 | -5 | 0.2 | 9 | 2 | 1 | 0

# (listing goes on)
SMILES,RAD52 anneal inh,ERp5 block,esBAF inh,E-sel inducer,ARNT-TACC3 inh,PglD inh,RAD54 inh,Casp6 inh
CC(=O)Nc1nc2ccccc2n1Cc1ccccc1Cl,-1,-2,-8,-2.9,-8,.,.,0
C=CCc1cccc(/C=N/NC(=O)CNc2cccc3ccccc23)c1O,-5,2,.,0.3,0,.,.,2
COc1ccc(S(=O)(=O)N(C)C[C@@H]2OCCCC[C@@H](C)Oc3ccc(NC(=O)c4ccccc4)cc3C(=O)N([C@@H](C)CO)C[C@@H]2C)cc1,-74,2,5,-0.1,29,-2,1,0
Cc1ccc(-c2nn(-c3ccccc3Cl)cc2C(=O)NCC2CCCO2)cc1 (centres undefined),-9,1,.,.,2,.,.,5
CS(=O)(=O)N1CCC(C(=O)c2cccc(Cl)c2)CC1,.,.,-2,.,4,-5,-3,.
